# Assay outcomes: PubChem BioAssay, National Center for Advancing Translational Sciences (NCATS)
# FUS yeast rescue = qHTS for Suppressors of FUS Proteinopathy: Primary screen using FUS-linked yeast assay; S. cerevisiae FUS-expressing, growth rescue, OD600, 24 h; Potency, µM (series often up to 76.6 µM), for inactives: top-dose growth rescue (activation), hits mostly activators; 390,000 compounds, 0.24% hits;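 also: plate controls were DMSO vehicle for no effect and reference control for full effect; nearly all actives have a fitted effect of over 55% in size; some results filed as inactive show a strong effect at the top dose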
#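 Yeast expressing FUS under galactose induction, OD 0.005 in 2% galactose medium; compounds in a dilution series, 24 h at 30C. Growth rescue by absorbance at 600 nm; CP55940 positive control, DMSO negative.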
# TDP43 rescue = qHTS of TDP-43 Inhibitors. 410,000 compounds, 1.8% hits. Potency, µM (highest dose often 46.1 µM), inactives show at the top dose growth rescue (activation), actives largely listed as activators. TDP-43 expressing yeast growth rescue, BacTiter-Glo, 24 h. AID 652104, 2013; also: % of control where 0% means no effect; nearly all actives have a fitted effect of over 50% in size
#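 Luminescence from BacTiter-Glo reports growth of TDP-43-expressing yeast after 24 hr at 30 deg C with compound. Cells were raffinose-pregrown to mid-log, then seeded in galactose medium at OD600=0.02.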
# PTHR1 ag = qHTS for PTHR1 Agonists: Primary Screen; 410,000 compounds, 0.075% hits; HEK293 GP2 PTHR1 cells, GloSensor cAMP luminescence, 1 h; Potency, µM (titrated, usually from 115 µM), without a hit: top-dose activation, actives largely listed as activators; also: nearly all actives have a fitted effect of over 55% in size; some results filed as inactive show a strong effect at the top dose; inactives centre near -15; many of its hits are not listed in these tables
# Target sequence (Q03431 whole entry, looked up): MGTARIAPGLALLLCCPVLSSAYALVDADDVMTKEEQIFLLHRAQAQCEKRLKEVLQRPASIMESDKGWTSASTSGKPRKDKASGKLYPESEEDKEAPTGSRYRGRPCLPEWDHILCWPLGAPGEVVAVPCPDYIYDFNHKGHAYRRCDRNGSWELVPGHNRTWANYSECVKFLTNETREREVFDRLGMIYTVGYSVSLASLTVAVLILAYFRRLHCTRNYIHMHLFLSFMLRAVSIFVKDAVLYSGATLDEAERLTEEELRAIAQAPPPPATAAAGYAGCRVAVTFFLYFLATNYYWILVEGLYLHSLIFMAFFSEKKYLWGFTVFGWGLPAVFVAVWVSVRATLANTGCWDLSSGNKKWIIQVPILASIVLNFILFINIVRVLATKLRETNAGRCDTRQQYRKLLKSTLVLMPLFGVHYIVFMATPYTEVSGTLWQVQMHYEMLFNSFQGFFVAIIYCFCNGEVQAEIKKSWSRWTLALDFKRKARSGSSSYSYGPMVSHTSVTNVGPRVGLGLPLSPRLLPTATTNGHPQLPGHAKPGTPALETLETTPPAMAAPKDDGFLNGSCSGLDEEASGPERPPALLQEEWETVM
#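 HEK-293-derived GP2 cells expressing PTHR1 and a GloSensor cAMP reporter, 3,000/well, plated overnight, given luciferin plus IBMX (each 0.5 mM as added) for 1 h at 37 °C, then compound for 1 h at 37 °C. Luminescence was read after 15 min at room temperature.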
# EPAC2 antagonist = qHTS for Antagonist of cAMP-regulated guanine nucleotide exchange factor 2 (EPAC2): primary screen; Potency, µM (highest dose often 114 µM), inactives show at the top dose activity, negative = inhibition, hits mostly inhibitors; AID 720708, 2013; EPAC2 GEF exchange of Rap1B-BODIPY-GDP, fluorescence; 360,000 compounds, 0.18% hits; also: % is scaled to controls: 0 for no effect and ±100 for the full control effect; nearly all actives have a fitted effect of over 45% in size; many of its hits are not listed in these tables
# EPAC1 antagonist = qHTS for Antagonist of cAMP-regulated guanine nucleotide exchange factor 3 (EPAC1): primary screen. Rap guanine nucleotide exchange factor 3 (Homo sapiens), O95398. EPAC1 GEF assay, Rap1b-BODIPY-GDP exchange fluorescence. Potency, µM (highest dose often 115 µM), for inactives: top-dose activity change, negative = inhibition, actives largely listed as inhibitors. 360,000 compounds, 0.14% hits. AID 720709, 2013;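 also: plate controls were vehicle for no effect and positive control for full effect; nearly all actives have a fitted effect of over 50% in size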
# EPAC2 agonist = qHTS for Agonist of cAMP-regulated guanine nucleotide exchange factor 4 (EPAC2): primary screen. EPAC2 activation, biochemical qHTS; response scale: 100% = 6.5 mM cAMP response. Potency, µM (top dose mostly 154 µM), inactives show at the top dose activation, most hits filed as activators. 360,000 compounds, 0.079% hits; also: nearly all actives have a fitted effect of over 50% in size
#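 EPAC2 (100 nM) mixed with Rap1B loaded with BODIPY-GDP (250 nM) plus 50 uM unlabeled GDP; compounds pinned in, 5 min RT, then read every 5 min for 30 min (ex 480, em 540 nm). Normalized to cAMP control.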
# EPAC1 ag = qHTS for Agonist of cAMP-regulated guanine nucleotide exchange factor 3 (EPAC1): primary screen. Rap guanine nucleotide exchange factor 3 (Homo sapiens), O95398. EPAC1 agonist qHTS, biochemical assay; response scale: 100% = response to 6.5 mM cAMP. Potency, µM (highest dose often 154 µM), inactives show top-dose activation, most hits filed as activators. 360,000 compounds, 0.073% hits. AID 720707, 2013; also: nearly all actives have a fitted effect of over 60% in size
#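 Read-out is the fluorescence drop as BODIPY-GDP leaves Rap1B (480 nm excitation, 540 nm emission), recorded every 5 minutes over 30 minutes. Reactions held 100 nM EPAC1, 250 nM Rap1B–BODIPY-GDP and 50 uM GDP, with 6.5 mM cAMP setting full activation.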
# aSyn yeast inh = qHTS of alpha-syn Inhibitors; Yeast expressing alpha-synuclein, growth rescue, BacTiter-Glo, 24 h; Potency, µM (highest dose often 46.1 µM), without a hit: at the highest dose growth rescue (activation), actives largely listed as activators; 370,000 compounds, 0.14% hits; also: % of control where 0% means no effect; nearly all actives have a fitted effect of over 65% in size
#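 Galactose-induced alpha-syn yeast (OD600=0.02, raffinose-pregrown) + pinned cpd, 24 hr, 30 deg C; growth by BacTiter-Glo luminescence. Growth restoration scores as activation.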
# Numbers without * were called inactive; i = inactive; ? = inconclusive; . = no result given; [ ] = remark or other dose. Calls follow the shape of the dose curve; as a rule, active = well fitted curve in the direction sought with a large enough effect; inconclusive = small, poorly fitted or top-dose-only effect, or another doubt; inactive = no such curve, though single readings can be large; an effect the other way counts as inactive or inconclusive. Potency is read from the fitted curve at half-maximal effect. An excerpt; rates above refer to the full screens.
[1] COc1cc(Cl)ccc1OCc1cc(C(=O)N2C[C@H]3CC[C@H]2C3)no1
[2] CN(C)CCCNCCCNC(=O)/C(=N\O)c1ccccn1
[3] COc1cccc(C(C(=O)NCc2ccco2)N(Cc2ccco2)C(=O)Cn2nnc3ccccc32)c1 (configuration not stated)
[4] CC(C)Sc1oc(-c2ccco2)nc1S(=O)(=O)c1ccc(F)cc1
[5] O=C(COc1ccc(-n2ccnc2)cc1)Nc1cccc(Cl)c1
[6] COc1ccccc1Cc1noc(C(C)(C)NC(=O)c2ccccc2)n1
[7] O=C(COC(=O)C1CCN(S(=O)(=O)c2cccs2)CC1)c1cc2ccccc2o1
[8] COCCN(Cc1ccccc1)C(=O)c1cccc(S(=O)(=O)N(C)c2c(C)n(C)n(-c3ccccc3)c2=O)c1
Screen / compound no.,1,2,3,4,5,6,7,8
FUS yeast rescue,.,9%,5%,33%,25%,-2%,?,1%
TDP43 rescue,1%,12%,7%,12%,-18%,-7%,-9%,-3%
PTHR1 ag,-30%[inhibitor],-3%,-3%[57.5 µM],-9%,-81%[inhibitor],12%,-21%[57.5 µM],-23%
EPAC2 antagonist,6%,15%,6%,-3%,5%,-1%,-16%,16%
EPAC1 antagonist,5%,15%,4%,?,-7%,-8%,-12%,21%
EPAC2 agonist,-8%,3%,-28%,13%,4%,15%,4%,6%
EPAC1 ag,-7%,-1%,-2%,15%,0%,14%,11%,-9%
aSyn yeast inh,11%,-13%,2%,1%,6%,0%,1%,-2%

[9] O=C(N/N=C/c1ccccc1C(=O)O)c1ccc(COc2cccc3cccnc23)cc1
[10] CCC(=O)Nc1ccc(S(=O)(=O)NCCc2ccccc2)cc1
[11] Cc1ccc(S(=O)(=O)/N=C/c2ccco2)cc1
[12] CSc1ccc(Cl)c(C(=O)Nc2cc(S(=O)(=O)N3CCOCC3)ccc2N2CCOCC2)c1
[13] CC1CCN(S(=O)(=O)c2ccc3[nH]c(=O)c(=O)[nH]c3c2)CC1
[14] Cc1nc(-c2nc(CC(=O)NNC(=O)c3ccc(Cl)cc3)cs2)cs1
[15] Cc1cc([N+](=O)[O-])nn1CC(=O)N1CCN(Cc2ccccc2)CC1
[16] CCCCNC(=O)c1ccc(CS(=O)(=O)c2cccc(C(F)(F)F)c2)o1
Screen / compound no.,9,10,11,12,13,14,15,16
FUS yeast rescue,24%,2%,.,25%,17%,15%,-42%,43%
TDP43 rescue,3%,8%,-19%,-8%,-1%,-8%,23%,-2%
PTHR1 ag,i,-32%[57.5 µM],i,-62%[inhibitor],i,i,-6%,-25%
EPAC2 antagonist,0%,-5%[57.1 µM],2%,-4%,7%,-1%,12%,14%
EPAC1 antagonist,-21%,-12%,6%,-7%,7%,-11%,3%,0%
EPAC2 agonist,-8%,-3%,10%,15%,9%,15%,5%,-6%
EPAC1 ag,9%,3%,8%,14%,-3%,-2%,0%,-13%
aSyn yeast inh,2%,1%,4%,-9%,6%,-5%,0%,1%

[17] Cc1ccc(CNC(=O)C2CCN(S(=O)(=O)c3ccc(Br)s3)CC2)cc1
[18] O=C(OCC(=O)N1N=C(c2ccc(Cl)cc2)CC1c1ccco1)c1ccccc1O (configuration not stated)
[19] COc1ccc(-n2c(CNC(=O)COc3ccc(Cl)cc3)n[nH]c2=S)cc1
[20] Cc1occc1-c1nnc(SCC(=O)Nc2ccc(F)cc2)n1Cc1ccccc1
[21] COc1cc(OC)c(OC)cc1CN1CCC(O)CC1
[22] Cc1ccc([C@H]2C[C@H](n3cc(COC(=O)c4ccccc4)nn3)[C@@H](O)CN2CC2CCCCC2)cc1
[23] COCCNC(=O)C1(C)CCN(C(=O)c2ccc(C(F)(F)F)nc2C)C1 (configuration not stated)
[24] CCOc1cc(N2CCOCC2)c(OCC)cc1NC(=O)COC(=O)/C=C/c1ccc(OC(F)F)cc1
Screen / compound no.,17,18,19,20,21,22,23,24
FUS yeast rescue,-7%,18%,8%,12%,-22%,12%,-22%,20%
TDP43 rescue,-11%,11%,-1%,16%,8%,7%,17%,16%
PTHR1 ag,-16%,i,i,i,-3%,i,-14%,-8%
EPAC2 antagonist,-13%,7%,1%,-2%,3%,-10%,-18%,-6%
EPAC1 antagonist,2%,-5%,5%,-13%,-4%,5%,14%,-7%
EPAC2 agonist,11%,-3%,-2%,-8%,-5%,-3%,-4%,-3%
EPAC1 ag,0%,8%,11%,0%,8%,-6%,-7%,-15%
aSyn yeast inh,-10%,7%,-4%,2%,-4%,-3%,-2%,0%

# In another format: entries from further up
23) COCCNC(=O)C1(C)CCN(C(=O)c2ccc(C(F)(F)F)nc2C)C1 (configuration not stated)
  FUS yeast rescue: -22%; TDP43 rescue: 17%; PTHR1 ag: -14%; EPAC2 antagonist: -18%; EPAC1 antagonist: 14%; EPAC2 agonist: -4%; EPAC1 ag: -7%; aSyn yeast inh: -2%

18) O=C(OCC(=O)N1N=C(c2ccc(Cl)cc2)CC1c1ccco1)c1ccccc1O (configuration not stated)
  FUS yeast rescue: 18%; TDP43 rescue: 11%; PTHR1 ag: i; EPAC2 antagonist: 7%; EPAC1 antagonist: -5%; EPAC2 agonist: -3%; EPAC1 ag: 8%; aSyn yeast inh: 7%

# Continuation:
[25] COc1ccc(C(=O)Nc2ccccc2C(=O)Nc2ccncc2)cc1
[26] Cn1nnc(NC(=O)C(c2ccccc2)c2ccccc2)n1
[27] Cc1ccccc1CN1C(=O)CN(S(C)(=O)=O)CC1(C)C(=O)NC(C)C (configuration not stated)
[28] CC(=O)N=C1SC2CS(=O)(=O)CC2N1Cc1ccc(C)cc1 (configuration not stated)
[29] CC(C)c1cc(Cn2c3ccccc3c(=O)n2C(C)CBr)on1 (configuration not stated)
[30] CC(C)CC(=O)N1CCN(Cc2ccccc2Cl)CC1
[31] COc1ccc(C(C(=O)NC2CCCC2)N(C(=O)c2ccco2)c2ccccc2OC)cc1 (configuration not stated)
[32] Cc1cccc(NC(=O)c2ccccc2NC(=O)C2CCCCC2)c1C
Screen / compound no.,25,26,27,28,29,30,31,32
FUS yeast rescue,20%,23%,-11%,17%,-1%,-24%,9%,-6%
TDP43 rescue,-24%,0%,20%,-23%,-26%,10%,-7%,-5%
PTHR1 ag,i,?,-4%,-8%,-12%,i,-9%,i
EPAC2 antagonist,7%,-7%,4%,2%,18%,16%,10%,-5%
EPAC1 antagonist,11%,-10%,10%,2%,30%,1%,-21%,6%
EPAC2 agonist,2%,5%,9%,8%,7%,4%,22%,-5%
EPAC1 ag,-12%,4%,13%,16%,-9%,3%,13%,8%
aSyn yeast inh,-19%,9%,3%,-2%,-4%,2%,-4%,5%

# Of the compounds above, these have a thiophene ring, fused or not:
[7] O=C(COC(=O)C1CCN(S(=O)(=O)c2cccs2)CC1)c1cc2ccccc2o1
[17] Cc1ccc(CNC(=O)C2CCN(S(=O)(=O)c3ccc(Br)s3)CC2)cc1
Screen / compound no.,7,17
FUS yeast rescue,?,-7%
TDP43 rescue,-9%,-11%
PTHR1 ag,-21%[57.5 µM],-16%
EPAC2 antagonist,-16%,-13%
EPAC1 antagonist,-12%,2%
EPAC2 agonist,4%,11%
EPAC1 ag,11%,0%
aSyn yeast inh,1%,-10%

# (list continues)
[33] COc1cc(-c2nnc(SCC(=O)c3ccccc3)o2)cc(OC)c1OC
[34] COc1ccc(S(=O)(=O)Nc2c(C)c(C)cc3c2ncn3C)cc1
[35] COc1ccc(NC(=O)CN(C)C(=O)c2sc3ccccc3c2Cl)cc1
[36] CC(C)N(CCc1ccncc1)C(=S)Nc1ccc(F)c(Cl)c1
[37] CCc1noc(C)c1C(=O)N1CCCC(N2CCN(c3ccccc3F)CC2)C1 (configuration not stated)
[38] COc1ccc(CCNc2ccc(C(CC(N)=O)NC(=O)Cc3cccc4ccccc34)cc2[N+](=O)[O-])cc1 (configuration not stated)
[39] Cc1cc(C(=O)N/N=C/c2cc([N+](=O)[O-])cc(C)c2O)n[nH]1
[40] CCC(C)c1ccc(S(=O)(=O)Nc2cccnc2)cc1 (configuration not stated)
Screen / compound no.,33,34,35,36,37,38,39,40
FUS yeast rescue,33%,23%,14%,9%,12%,-8%,24%,-9%
TDP43 rescue,-24%,-24%[0.397 µM],?,-11%,-18%,-5%,30%,26%
PTHR1 ag,-5%[57.5 µM],i,i,i,?,-16%,i,-91%[inhibitor]
EPAC2 antagonist,-17%,2%,-12%,-4%,8%,0%,-2%,-5%
EPAC1 antagonist,-20%,-3%,-11%,-1%,?,-27%,9%,7%
EPAC2 agonist,18%,0%,1%,8%,3%,1%,16%,-6%
EPAC1 ag,19%,3%,1%,9%,-6%,-10%,5%,-8%
aSyn yeast inh,2%,-2%,11%,-2%,-15%,-2%,-13%,?

[41] CC[C@]1(C(=O)OC)[C@H]2C(=O)N(Cc3ccccc3)C(=O)[C@H]2[C@H]2CN=C(SCc3ccccc3)N21
[42] O=C(Nc1nc2c(s1)CCCC2)c1cccnc1
[43] O=S1(=O)C[C@@H](N2CCOCC2)[C@H](N2CCOCC2)C1
[44] COC(=O)c1[nH]c2cccc(OC)c2c1NC(=O)CN(C)CC1OCCO1
[45] O=C(O)c1ccc([N+](=O)[O-])cc1
[46] CCC(=O)N(Cc1cc2cc(C)c(C)cc2[nH]c1=O)C1CCCCC1
Screen / compound no.,41,42,43,44,45,46
FUS yeast rescue,-5%,?,6%,8%,-16%,11%
TDP43 rescue,10%,-9%,6%,-7%,-5%,8%
PTHR1 ag,-8%,-58%[inhibitor][57.5 µM],-1%,i,-22%,-63%[inhibitor][57.5 µM]
EPAC2 antagonist,-25%,-9%,7%,-2%,3%,0%
EPAC1 antagonist,-12%,-8%,-5%,-2%,-9%,8%
EPAC2 agonist,18%,15%,3%,8%,6%,-21%
EPAC1 ag,9%,5%,5%,4%,5%,1%
aSyn yeast inh,4%,-2%,-9%,-4%,-2%,-6%
